Screening data: PubChem, Small Molecule Screening Facility, UW Madison
RMI FANCM FP: blocks RMI1/RMI2 complex binding to FANCM MM2 peptide; AID 1159607; FP signal (polarization) at 33 µM; Fluorescence polarization, RMI core complex with F-MM2 peptide; stronger effect = lower value; 70,000 compounds, 0.58% hits; in the data active = FP signal below about 40; note: inactives centre near 61; strong numbers were not always called active; unit not given here
* = called active by the depositor; & = joins results of further samples. Not all compounds are listed, so the mix of outcomes need not match the whole.

SMILES	RMI FANCM FP
CCOc1ccccc1/C=N\NC(=O)CNC(=O)c1cc(OCC)c(OCC)c(OCC)c1	64
COc1ccc(OC)c(-c2csc(NC(=O)C3CCCN3S(C)(=O)=O)n2)c1 (stereo not given)	63
Cc1cccc(-c2nc3c(c(SCC(=O)N4CCOCC4)n2)CCCC3)c1	61
Cc1nc(-n2ncc(C#N)c2N)c2cnn(-c3ccccc3)c2n1	103
COc1ccc(Cl)cc1NC(=O)CSc1nnc2ccc(-c3ccccc3)nn12	57
Cc1nc(SCCc2ccccc2)[nH]c(=O)c1C	54
CCCn1c(O)c(N=NC(=O)CNC(=O)c2ccccc2)c2ccccc21	60
COc1cc(Cn2cc(CC(=O)N3CCC(C(N)=O)CC3)c3ccccc32)cc(OC)c1	63
O=C(CCn1c(=S)[nH]c2ccccc2c1=O)NCc1ccco1	63
OCc1ccc(-c2cc(C(F)(F)F)cc(C(F)(F)F)c2)o1	57&59
Nc1cc(=O)[nH]c(C(F)(F)F)n1	56
O=S(=O)(c1ccccc1)c1cscc1NC(=S)Nc1ccccc1Cl	53
Cc1cc(C)c(C(=O)c2sc3nc(C)cc(C)c3c2O)c(C)c1	60
S=C(NCc1csc2ccccc12)Nc1ccc2c(c1)OCO2	53
CN(C)C=NC(=O)c1ccc(S(=O)(=O)N2CCOCC2)cc1	55
Cn1ccc2c(OCC(=O)c3ccc(Cl)cc3)cccc2c1=O	71
COc1ccc(Cl)cc1NC(=O)C1CCCN1 (stereo not given)	72
O=C(CSc1ccc(Cl)cc1)Nc1nnc(Cc2ccc(Cl)s2)o1	67
O=C1C=C(NNc2ccccc2)CCC1	54
CCc1nnc(-c2cccc(OCC(=O)Nc3ccc(C(N)=O)cc3)c2)o1	69

Reprinted from the part before: 2 entries; new compounds follow.
SMILES	RMI FANCM FP
O=C1C=C(NNc2ccccc2)CCC1	54
CCc1nnc(-c2cccc(OCC(=O)Nc3ccc(C(N)=O)cc3)c2)o1	69
COc1ccccc1Oc1ccc(S(=O)(=O)Nc2ccccc2F)cc1	55
Clc1ccc(-c2noc(CCCCc3nc4ccccc4[nH]3)n2)cc1	72
Cc1ccc(-c2csc3nnc(SCC(=O)c4ccc5c(c4)OCO5)n23)cc1C	84
CS(=O)(=O)c1ccc(Nc2nc(C(=O)Nc3ccc(C(N)=O)cc3)cs2)cc1	82
CN(Cc1ccco1)S(=O)(=O)c1ccc(C(=O)Nc2ccc(Br)cc2)cc1	59
O=C(Nc1nnc(-c2ccc(Cl)cc2)s1)c1ccc(S(=O)(=O)N2CCCC2)cc1	47
CCOc1ccc(-c2cc(=O)n(Cc3cc(C)ccc3C)cn2)cc1	61
O=C(Oc1coc(CSc2nnc(NC(=O)C3CC3)s2)cc1=O)c1c(F)cccc1Cl	56
COC(=O)C1=C(O)C2(C(=O)O)CC(C(=O)OC)=C(O)C(C(=O)O)(C1)C2	59
COc1ccc(Nc2nn3c(=O)c4cc5c(cc4nc3s2)OCO5)cc1	79
CN(C)CCCN(C(=O)CCOc1ccccc1)c1nc2c(Cl)cccc2s1	103
CCC[C@H]1CC2=C(C[C@@H](CC)CC3=C1C(=O)OC3=O)C(=O)OC2=O	56
O=C(O)CCc1nc2ccc(Cl)cc2[nH]1	61
CC(C)C(=O)N1CCc2ccc(NC(=O)COc3ccc(F)cc3)cc2C1	67
COc1ccc(Cl)cc1S(=O)(=O)Nc1ccc2c(c1)OCC(C)(C)C(=O)N2CCC(C)C	66
CC1SC(C)C(=O)N(CC(=O)Nc2ccc([N+](=O)[O-])cc2)C1=O (stereo not given)	57
CC(C)C(=O)Nc1ccc(SCC(=O)NC2CCCC2)nn1	68
CC12CCC3c4ccc(OC(=O)c5ccccc5)cc4CCC3C1CCC2O (stereo not given)	65
COc1ccccc1N1CCN(C(=O)c2csc3nc(-c4ccc(F)cc4)cn23)CC1	67
CCCC(=O)N1CCN(C(=O)C(NC(=O)c2cccs2)S(=O)(=O)c2ccc(Cl)cc2)CC1 (stereo not given)	63
Cc1cc2c(cc1C)NC(CC(=O)Nc1ccc(Cl)cc1[N+](=O)[O-])C(=O)N2 (stereo not given)	59
O=C1CSCC(=O)N1Cc1ccncc1	51
COc1ccc(C)cc1NC(=O)c1cnc2ccc(C)cn2c1=O	54
Oc1ccc(/C=C/c2ccncc2)cc1	56
Cc1cc(C)cc(NC(=O)CN2C(=O)CC(c3ccco3)Sc3ccccc32)c1 (stereo not given)	63
C[C@]12CCC3c4ccc(O)cc4CCC3C1CC[C@@H]2OC(=O)CCC1CCCC1 (stereo not given in full)	47
Cc1nc2ccc(NC(=O)c3ccccc3C(F)(F)F)cc2o1	59
Cc1ccc(Cc2nnc(NC(=O)c3ccc(N(C)C)cc3)o2)cc1	60
N/C(=N/OC(=O)/C=C/c1ccc(OC(F)(F)F)cc1)c1cccs1	64
CCOc1ccc(-c2ccc(=O)n(CCNC(=O)Nc3cc(F)ccc3F)n2)cc1	76
O=C(Nc1ccc(SCc2ccccc2F)nn1)c1ccco1	69
CCn1ccc(C(=O)Nc2nccs2)n1	64
Cc1ccc(S(=O)(=O)c2ccc(C(=O)Nc3ccc(Br)c(C)c3)cn2)cc1C	75
O=C1C=CC2=C3c4cc(O)c(O)cc4CC3(O)COC2=C1O (stereo not given)	56
COc1cccc2cc(-c3nnc(NC(=O)c4cccc(S(C)(=O)=O)c4)o3)oc12	64
CC(C(O)c1ccc(O)cc1)N1CCC(Cc2ccccc2)CC1 (stereo not given)	62&47&54
COC(=O)c1sc(-c2ccccc2)cc1NC(=O)C1CCCN1S(=O)(=O)c1cccs1 (stereo not given)	75
Cc1cc(NC(=O)c2ccc3c(c2)OCO3)n(-c2nc3c(cnn3-c3cccc(C)c3C)c(=O)[nH]2)n1	66
Cc1[nH]c(=O)c(-c2ccccc2)c(O)c1C#N	53
Nc1c(C(=O)NCc2cccs2)nnn1Cc1ccccc1Cl	54
Cc1ccc2oc(=O)c(S(=O)(=O)N3CCN(C)CC3)cc2c1	41
COc1ccc(Nc2nc(Nc3ccc(Cl)cc3C)c3cnn(C)c3n2)cc1	58
CCOC(=O)Nc1cc(N2CCCS2(=O)=O)ccc1C	56
CN(C)c1ccc(NC(=O)CC2CSc3nc4c(cnn4-c4ccccc4)c(=O)n32)cc1 (stereo not given)	65
CC(=O)Oc1cc(OC(C)=O)c2c(c1)O[C@H](c1ccc(OC(C)=O)c(OC(C)=O)c1)[C@H](OC(C)=O)C2	57
O=C(O)CCCc1nc(-c2ccccn2)no1	61
CN(C(=O)CCCn1nc(-c2ccc(F)cc2)ccc1=O)c1ccccc1	73
Cc1ccc2c(CC(=O)Nc3ccc(OC(F)(F)F)cc3)cc(=O)oc2c1	76
CC1CN(c2ccc(NC(=S)Nc3ccc(N4CC(C)OC(C)C4)cc3)cc2)CC(C)O1 (stereo not given)	57
O=C(Nc1ccc2c(c1)C(=O)NCCO2)c1ccccc1F	67
CCOC(=O)/C(C#N)=C/Nc1cc(Cl)ccc1Cl	62
O=C(CCN1C(=O)c2cccc3cccc(c23)C1=O)N1CCN(c2ncccn2)CC1	58
CCOC(=O)c1sc(N=NC(C(=O)Nc2ccc(C)cc2C)=C(O)c2ccc([N+](=O)[O-])cc2)c(C(=O)OCC)c1C	68
Cc1nc(Sc2nc3ccccc3o2)c2c3c(sc2n1)CCCC3	30*
O=C(CN1CCCc2ccccc21)N1CCc2ccccc21	59
CC(c1ccccc1)n1c(SCC(=O)c2cc(-c3ccccc3)no2)n[nH]c1=O (stereo not given)	90
CC(C)(C)C(=O)NC(C#N)=C(Cl)Cl	63
O=C(CC12CC3CC(C1)CC(CC(=O)Nc1cccc([N+](=O)[O-])c1)(C3)C2)Nc1cccc([N+](=O)[O-])c1	58
CCOC(=O)c1c(-c2ccc(Cl)cc2)csc1NC(=O)CSc1cc(C)c2ccccc2n1	71
COc1ccc(-c2c(-c3ccc(OCCN4CC(C)OC(C)C4)cc3O)n[nH]c2C)cc1 (stereo not given)	55

Compounds listed so far that have a cyano group:
SMILES	RMI FANCM FP
Cc1nc(-n2ncc(C#N)c2N)c2cnn(-c3ccccc3)c2n1	103
Cc1[nH]c(=O)c(-c2ccccc2)c(O)c1C#N	53
CCOC(=O)/C(C#N)=C/Nc1cc(Cl)ccc1Cl	62
CC(C)(C)C(=O)NC(C#N)=C(Cl)Cl	63

Next section
SMILES	RMI FANCM FP
COc1ccc(CCC(=O)NCC2COC3(CCCC3)O2)cc1 (stereo not given)	53
COc1ccccc1-c1c(-c2ccc(OCC(=O)NN)cc2O)n[nH]c1C(F)(F)F	53
COc1cc(C(=O)Nc2nc(-c3ccc(Cl)cc3)cs2)cc(OC)c1OC	72
Cc1ccc(C)c(S(=O)(=O)Nc2cccc(C)n2)c1	62
COc1ccc2nc(-c3ccc(Cl)c(NC(=O)c4c(F)cccc4F)c3)cn2n1	136
Cc1nnsc1C(=O)NCCn1ncc2c(N3CCN(c4ccc(F)cc4)CC3)ncnc21	64
COc1ccc(C)cc1NC(=O)Cc1cc(=O)[nH]c(SCc2ccc(F)cc2)n1	66
O=C(CC(NCc1ccco1)C(=O)O)Nc1cccc([N+](=O)[O-])c1 (stereo not given)	59
O=C(CCC1CCCC1)Nc1cccc(-c2cn3cccnc3n2)c1	61
COc1ccc(C)c2sc(NNC(=O)c3ccc(S(=O)(=O)N4CCCC4)cc3)nc12	32
CC(=C\c1ccccc1)/C=C1/SC(=O)NC1=O	60
COc1cc(/C=N\n2c(C)cc(C)c(C#N)c2=O)ccc1OC(C)=O	57
CC(=O)c1sc(-c2ccccc2)cc1NC(=O)CN1CCN(C(=O)c2ccc(C)cc2)CC1	57&58
COc1ccccc1-c1nc(SCC(=O)NC(C)C)c2c(=O)n(C)c(=O)n(C)c2n1	79
O=C(NCC1CCN(C2CCCC2)CC1)C(=O)Nc1cccc(C(F)(F)F)c1	80
COc1ccc(/C=C/C#N)c(Cl)c1OC	62
Cc1nccc(-c2cc(-c3cccc(C(F)(F)F)c3)no2)n1	51
COc1cc(OC)cc(-n2c(-c3ccco3)nc3nc4ccccc4nc32)c1	91
Cc1ccc(C)c(NC(=O)CSc2nnc(NC(=O)/C=C/c3ccccc3)s2)c1	55
CCOC(=O)c1csc(NC(=O)c2ccn(CC)n2)n1	68

Some of the entries above, reformatted.
canonical_smiles,RMI FANCM FP
CCOc1ccc(-c2ccc(=O)n(CCNC(=O)Nc3cc(F)ccc3F)n2)cc1,76
O=C(Nc1ccc(SCc2ccccc2F)nn1)c1ccco1,69
CCn1ccc(C(=O)Nc2nccs2)n1,64
Cc1ccc(S(=O)(=O)c2ccc(C(=O)Nc3ccc(Br)c(C)c3)cn2)cc1C,75
O=C1C=CC2=C3c4cc(O)c(O)cc4CC3(O)COC2=C1O (stereo not given),56
COc1cccc2cc(-c3nnc(NC(=O)c4cccc(S(C)(=O)=O)c4)o3)oc12,64
CC(C(O)c1ccc(O)cc1)N1CCC(Cc2ccccc2)CC1 (stereo not given),62&47&54

(cont.)
SMILES	RMI FANCM FP
Cc1nc2ccccn2c1C(=O)N/N=C\c1cn(-c2ccccc2)nc1-c1cccs1	62
CC(C)N(C(=O)NCc1ccccc1)C(C)C	63
N#Cc1ccccc1S(=O)(=O)Nc1ccccc1[N+](=O)[O-]	52
CCOC(=O)Nc1cc(C)nn1-c1nc(-c2ccc(F)cc2)cs1	65
O=C(CSc1n[nH]c(=O)c2cc(-c3ccco3)nn12)NCc1ccccc1Cl	67
COc1cc(C)c(Cl)cc1S(=O)(=O)N1CCN(C(=O)c2ccco2)CC1	62
CNc1c(C(C)(C)C)cc(C(C)(C)C)cc1C(C)(C)C	59
O=C(CN1CCOCC1)Nc1cccc2cccnc12	60&55
CC(=O)Oc1ccc2c(c1C(C)C)CCC1C(C)(C)CCC[C@]21C (stereo not given in full)	59
O=C(CCc1csc(NC(=O)Nc2ccccc2)n1)NCC1CCCCC1	57
N#C/C(=C/c1ccc(N2CCOCC2)cc1)c1ccc([N+](=O)[O-])cc1	56
Cc1cc2nnc(-c3ccc(C(F)(F)F)cc3)n2[nH]1	59
COc1ccccc1-c1ccc(N2CCC(C(=O)Nc3ccccc3)CC2)nn1	60
O=C(O)Cc1csc(NC(=O)CSc2nnnn2-c2ccc(O)cc2)n1	52
Cc1ccccc1CSc1nccn2nc(-c3ccc(F)cc3)cc12	70
O=C(c1ccccc1)N1CCN(c2ccnc3cc(Cl)ccc23)CC1	53
O=C1NC(c2ccccc2)Nc2c1sc1nc3c(cc21)CCCC3 (stereo not given)	55
O=C(Nc1c2c(nn1-c1nc3ccccc3s1)CCC2)c1cccs1	61
COCC(=O)N1CCCc2ccc(NS(=O)(=O)c3cc(Cl)ccc3OC)cc21	69
Nc1cc(C(F)(F)F)ccc1Oc1ccc(Cl)cc1Cl	54
O=C(OCCSCc1cc([N+](=O)[O-])cc2c1OCOC2)c1cc(Cl)cc(Cl)c1	51
O=Cc1ccc(C(=O)N2CCCC2)cc1	69
Fc1cccc(Cl)c1CSC(=S)N1CCSCC1	55
CCOc1ccc(OCCNS(=O)(=O)c2ccc(Cl)cc2)cc1	60
CN(C)c1ccc(-n2nnnc2SCC(=O)C(C)(C)C)cc1	54
Cn1c(SCC(=O)Nc2ccccc2)nnc1-c1ccc2ccccc2c1	65
CCOC(=O)N1CCN(C(c2cccs2)c2c(C)[nH]c3ccccc23)CC1 (stereo not given)	63
COc1ccc(-c2ccc(C(=O)Nc3ccccc3C)o2)c([N+](=O)[O-])c1	62
COc1ccc(OC(=O)c2ccc(-c3ccccn3)s2)cc1	57
Cc1cc(C(=O)Nc2sc3c(c2C(N)=O)CCC(C)C3)on1 (stereo not given)	75
Cc1cc(NC(=O)C2CCCN(S(=O)(=O)c3ccc(Cl)s3)C2)on1 (stereo not given)	71
COC(=O)C(CC(C)C)NS(=O)(=O)c1ccc(-c2nnc(SC)n2C)s1 (stereo not given)	46
O=C(NCCN1CCOCC1)c1ccc(=O)n(Cc2ccc(F)cc2)n1	61
Cc1cc(/C(N)=N/OC(=O)Nc2ccccc2)no1	56
